# AmpC no deterg – AmpC beta-lactamase inhibition without detergent | P00811 | AmpC nitrocefin hydrolysis, absorbance 480 nm, 0.0001% Triton | Potency, µM (doses to about 57.1 µM), without a hit: at the highest dose activity change, negative = inhibition, hits mostly inhibitors | 0.52% of 330,000 active | AID 485341;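 also: potency is read from the fitted curve at half-maximal effect; plate controls were no compound for no effect and no enzyme for full effect; nearly all actives have a fitted effect of over 20% in size; some results filed as inactive show a strong effect at the top dose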
# Target sequence (P00811 whole entry, looked up): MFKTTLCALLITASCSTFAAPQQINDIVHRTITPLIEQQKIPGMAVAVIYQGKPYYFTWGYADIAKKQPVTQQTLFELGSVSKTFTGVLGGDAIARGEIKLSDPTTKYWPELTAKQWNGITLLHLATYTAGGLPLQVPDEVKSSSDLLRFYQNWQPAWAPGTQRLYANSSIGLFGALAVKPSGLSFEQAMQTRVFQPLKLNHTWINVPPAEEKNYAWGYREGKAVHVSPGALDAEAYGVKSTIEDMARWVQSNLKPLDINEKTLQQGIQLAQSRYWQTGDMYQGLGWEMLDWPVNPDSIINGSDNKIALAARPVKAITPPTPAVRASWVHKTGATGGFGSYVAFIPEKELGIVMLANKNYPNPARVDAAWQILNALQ
#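 AmpC (5.3 nM in the dispensed reagent) in 20 mM phosphate pH 7.0 with 0.01% (detergent screen) or 0.0001% Triton X-100 was preincubated with compounds for 15 min at room temperature. Nitrocefin was then added from an 800 uM solution, and hydrolysis was followed at 480 nm.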
# AMA1-RON2 inh – AMA1-RON2 (P. falciparum) interaction inhibition; AlphaScreen AMA1-biotinylated RON2 peptide binding; Potency, µM (titrated, usually from 58.2 µM), for the others: at the top dose activity change, negative = inhibition, most hits filed as inhibitors; 0.2% of 360,000 active;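 also: potency is read from the fitted curve at half-maximal effect; 0% = vehicle wells and -100% = peptide control; nearly all actives have a fitted effect of over 45% in size; some results filed as inactive show a strong effect at the top dose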
#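 AMA1 (3D7) with his tag at 25 nM final met compounds first, then biotinylated RON2 peptide at 25 nM; detection used donor plus acceptor beads, 10 µg/mL apiece, read by AlphaScreen after 30 min at room temperature.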
# Tb PYK inh – T. brucei pyruvate kinase inhibition; TbPYK enzyme, Kinase-Glo Plus ATP luminescence, 45 min; Potency, µM (highest dose often 76.8 µM), inactives show top-dose activity, negative = inhibition, usual class: inhibitors; Q57TT1; 0.12% of 410,000 active; AID 624173; also: potency is read from the fitted curve at half-maximal effect; nearly all actives have a fitted effect of over 50% in size
#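 TbPYK + substrate in 50 mM TEA pH 7.2, 100 mM KCl, 10 mM MgCl2, 0.05% BSA, 0.01% Tween-20; cpd pinned; ADP 130 uM final; 45 min RT; Kinase-Glo Plus 10 min; luminescence endpoint.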
# LmPK inhibitor – inhibitors of Leishmania mexicana pyruvate kinase; Q27686; purified LmPK, Kinase-Glo ATP luminescence, 1 h; Potency, µM (series often up to 57.5 µM), inactives show top-dose activity change, negative = inhibition, actives largely listed as inhibitors; 0.37% of 290,000 active; AID 1721; also: potency is read from the fitted curve at half-maximal effect
# Target sequence (Q27686 whole entry, looked up): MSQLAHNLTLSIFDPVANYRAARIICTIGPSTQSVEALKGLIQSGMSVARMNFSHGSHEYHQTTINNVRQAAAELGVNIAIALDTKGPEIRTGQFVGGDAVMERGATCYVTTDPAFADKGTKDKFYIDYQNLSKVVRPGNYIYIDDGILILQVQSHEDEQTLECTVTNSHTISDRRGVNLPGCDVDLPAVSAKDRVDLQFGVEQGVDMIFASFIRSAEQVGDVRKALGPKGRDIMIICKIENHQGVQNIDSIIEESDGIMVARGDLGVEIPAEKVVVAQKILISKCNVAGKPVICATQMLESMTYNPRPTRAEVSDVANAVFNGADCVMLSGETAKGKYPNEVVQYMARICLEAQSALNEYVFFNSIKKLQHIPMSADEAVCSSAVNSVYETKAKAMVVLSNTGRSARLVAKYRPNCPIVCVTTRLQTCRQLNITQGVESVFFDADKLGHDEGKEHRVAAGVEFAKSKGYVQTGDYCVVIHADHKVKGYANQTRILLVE
#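 Screened at intermediate enzyme activity to detect both inhibitors and activators: LmPK at 0.1 nM, with a 0.5 nM enzyme column as activation reference. PEP 0.5 mM, ADP 0.1 mM; ATP detected by luminescence after 1 h.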
# HCMV inh – blocks human cytomegalovirus replication. AID 1259415. activity change, negative = inhibition, % at 57.5 µM. HFF cells, HCMV-luciferase reporter, 72 h; stronger effect = lower value. 4.5% of 410,000 active; in the data active = activity change below about -60%; inconclusive = no clear call, values can overlap the other calls; inactive = above about -39%
#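 Compounds were evaluated in HFFs infected with an HCMV luciferase reporter virus (MOI 1 PFU/cell). Luciferase in lysates collected 72 h post infection served as the replication measure.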
# AmpC detergent – AmpC beta-lactamase inhibition with detergent present; AmpC hydrolysis of nitrocefin, absorbance 480 nm, 0.01% Triton; Potency, µM (titrated, usually from 114 µM), without a hit: at the highest dose activity change, negative = inhibition, hits mostly inhibitors; 0.041% of 370,000 active;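 also: potency is read from the fitted curve at half-maximal effect; 0% = no-compound wells and -100% = no-enzyme wells; nearly all actives have a fitted effect of over 25% in size; some results filed as inactive show a strong effect at the top dose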
#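 20 mM phosphate pH 7.0 + 0.01% (detergent screen) or 0.0001% Triton X-100; 5.3 nM AmpC reagent; cpd preinc 15 min RT; nitrocefin (800 uM stock) to start; A480 q20 s × 4 min; Activity was normalised to no-enzyme and no-compound control wells.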
# HCV inh – HCV inhibition | Huh7.5.1 HCVcc-Cre infection, luciferase reporter, 44 h | Potency, µM (titrated, usually from 41.8 µM), inactives show at the highest dose activity change, negative = inhibition, usual class: inhibitors | 3.4% of 340,000 active | AID 651820; also: potency is read from the fitted curve at half-maximal effect
#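 Seed cells (1,000/well) for 4 h; treat with compound and infect with HCVcc-Cre, moi about 0.5. Incubate 44 h, then detect luciferase activity.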
# Starred values were filed as active, the others as inactive; ? = inconclusive; · = no result given; & = joins results of further samples; [ ] = remark or other dose. Unless noted, calls follow the shape of the dose curve; as a rule, active = well fitted curve in the direction sought with a large enough effect; inconclusive = small, poorly fitted or top-dose-only effect, or another doubt; inactive = no such curve, though single readings can be large; an effect the other way counts as inactive or inconclusive. Unless noted, % is scaled to controls: 0 for no effect and ±100 for the full control effect.
entry	SMILES	LmPK inhibitor	AmpC detergent	AmpC no deterg	HCMV inh
1	Cc1cc(C(C)(C)C)cc(C)c1COC(=O)C1CCC(=O)N1 (stereo not drawn)	3.2%	-24.2%	59.8%	78.4
2	Cc1cc([N+](=O)[O-])c(C)cc1-c1ccc(/C=N/n2cnnc2)o1	-4.0%	-14.5%	-20.3%	16.2
3	CC1=CCC(C(=O)O)C(C(=O)Nc2nc3ccc(S(C)(=O)=O)cc3s2)C1 (stereo not drawn)	-2.3%	-6.8%	-20.3%	24.5
4	CCOc1ccc(CCNC(=O)CN(c2ccc(C)cc2)S(=O)(=O)N(C)C)cc1OCC	·	12.9%	·	-14.8
5	CCc1nc2ccccc2c(C(=O)Nc2ccc(C)cc2)c1C	0.2%	-0.9%	-10.6%	-18.2
6	CN(C(=O)COc1ccc(Cl)cc1Cl)c1nnc(C23CC4CC(CC(C4)C2)C3)s1	3.2%	-9.7%	0.8%	16.9
7	O=C(O)C1CCN(C(=O)c2ccccc2N2C(=O)[C@@H]3Cc4c([nH]c5ccccc45)C(c4cccc(Cl)c4)N3C2=O)CC1 (stereo partly drawn)	0.1%	-6.4%	-53.9%	-38.4
8	O=C(NNS(=O)(=O)c1ccccc1F)c1sccc1-n1cccc1	0.2%	5.3%	-27.8%	?
9	COc1ccc(S(=O)(=O)N2CCOC23CCN(S(=O)(=O)c2cc(C)ccc2OC)CC3)cc1	·	-12.5%	-10.6%	-5.7
10	CCC(C)Sc1nc2c(c(=O)[nH]c(=O)n2C)n1CCc1ccccc1 (stereo not drawn)	3.5%	-8.5%	-21.0%	-36.2
11	Cc1cc(Cl)ccc1OCC(=O)N(Cc1sccc1C)C1CCS(=O)(=O)C1 (stereo not drawn)	·	0.2%	·	-4.8
12	Fc1ccccc1OCCn1c(=S)[nH]c2ccccc21	-0.1%	0.0%	-41.7%	-5.3

entry	AMA1-RON2 inh	Tb PYK inh	HCV inh
1	-0.8%	-12.4%	-8.3%
2	-4.4%	-8.3%	-10.9%
3	-2.8%	3.4%	3.3%
4	·	-0.4%	·
5	-0.5%	-1.8%	-4.8%
6	-1.8%	2.2%	12.7%
7	-6.9%	-5.8%	3.7%
8	11.0%	-1.5%	16.6%
9	-11.0%	-0.2%	-8.3%
10	-3.0%	-0.9%	-9.9%
11	·	-1.0%	·
12	43.5%[activator]	-24.9%	3.7%

# New compounds follow:
entry	SMILES	LmPK inhibitor	AmpC detergent	AmpC no deterg	HCMV inh
13	Cc1noc(C)c1COc1ccccc1C(=O)N1CCN(S(=O)(=O)c2ccc(C(C)C)cc2)CC1	·	·	·	-75.3*
14	CCN(Cc1nc(-c2ccc(OC)cc2)oc1C)S(=O)(=O)c1ccc(Cl)cc1	·	-13.3%	·	-21.9
15	O=S(=O)(c1ccc(S(=O)(=O)N2CCN(C/C=C/c3ccccc3)CC2)cc1)N1CCCC1	2.9%	?	1.9%	-31.3
16	COc1ccccc1NC(=S)NCCc1ccc(F)cc1	2.9%	1.6%	-31.5%	?
17	O=C(NNC(=O)c1ccc(S(=O)(=O)N2CCCCC2)cc1)c1ccccc1	-1.0%	4.1%	-12.8%	-1.6
18	CC(C)=CC(=O)N1CCC(N2CCC(C(=O)NCC3CCCO3)CC2)CC1 (stereo not drawn)	-7.3%	3.3%	64.1%[activator]	7.7
19	COCC(=O)N1CCC(Oc2cccc(C(=O)NCc3ccccn3)c2)CC1	-3.5%	-8.0%	-1.5%	4.3
20	Cc1cc2nn(-c3ccc(F)cc3)nc2cc1NC(=O)c1cccc2ccccc12	·	0.1%	·	4.6
21	O=C(NCc1ccccc1)c1cnc2n(c1=O)CCS2	0.8%	-3.1%	-17.6%	-4.1
22	CCn1nc(C)c(NC(=O)c2ccc(Cl)cc2)c1C	0.9%	-7.8%	-15.8%	-9.7
23	CCC1(CC)Cc2ccccc2C(N)=C1C#N	6.1%	-14.4%	-19.2%	?
24	CC1CCCCC1NS(=O)(=O)c1ccc(S(=O)(=O)NCc2ccncc2)cc1 (stereo not drawn)	0.8%	-8.4%	-2.7%	·

entry	AMA1-RON2 inh	Tb PYK inh	HCV inh
13	-4.5%	-0.4%	·
14	·	-0.6%	·
15	7.6%	-7.6%	-3.6%
16	-10.9%	4.7%	-3.2%
17	20.3%	-2.3%	15.8%
18	8.7%	1.2%	6.1%
19	42.5%[activator]	2.8%	6.0%
20	·	-2.5%	·
21	36.1%[activator]	3.2%	1.0%
22	-5.8%	1.2%	15.2%
23	0.0%	-2.8%	13.8%
24	-5.4%	5.1%	?

# Some of the entries so far, with tabs:
nr	smiles	LmPK inhibitor	AmpC detergent	AmpC no deterg	HCMV inh	AMA1-RON2 inh	Tb PYK inh	HCV inh
19	COCC(=O)N1CCC(Oc2cccc(C(=O)NCc3ccccn3)c2)CC1	-3.5%	-8.0%	-1.5%	4.3	42.5%[activator]	2.8%	6.0%
20	Cc1cc2nn(-c3ccc(F)cc3)nc2cc1NC(=O)c1cccc2ccccc12	·	0.1%	·	4.6	·	-2.5%	·

# Next part.
entry	SMILES	LmPK inhibitor	AmpC detergent	AmpC no deterg	HCMV inh
25	Cc1oc(-c2ccccc2Cl)nc1CS(=O)CC(=O)NCc1cccs1 (stereo not drawn)	6.3%	?	21.6%	-8.4
26	O=C(O)c1ccc2c(=O)n3c(nc2c1)/C(=C/c1ccccc1C(F)(F)F)CCCC3	3.6%	1.9%	7.5%	5.6
27	CCCCn1c(SCC(=O)N2CCCC2)nc2cc(S(N)(=O)=O)ccc21	-2.0%	-7.5%	-3.6%	?
28	COC(=O)CN1C(=S)N(c2ccc(Cl)cc2)C(=O)C1CC(=O)Nc1ccc(F)cc1 (stereo not drawn)	4.1%	-14.1%	17.2%	-14.2
29	O=C(CSc1nnc(-c2c[nH]c3ccccc23)o1)c1ccc(-c2ccccc2)cc1	-2.3%	-0.5%	-40.4%	?
30	CCOC(=O)C1CCN(c2nc3c(C)cccn3c(=O)c2/C=C(\C#N)S(=O)(=O)c2ccccc2)CC1	-0.7%	-2.8%	11.6%	3.7
31	CCN(CC)S(=O)(=O)c1cc(-c2nn(C)c(=O)c3ccccc23)ccc1C	0.3%	-8.4%	92.9%[activator]	76.1
32	COc1ccccc1N(Cc1ccccc1)S(=O)(=O)c1cccc(C(=O)Nc2ccc(C)cn2)c1	·	-8.4%	-30.7%	-24.2
33	CC(C)[C@@H]1NC(=O)c2cc([N+](=O)[O-])cc(I)c2NCCC[C@@H](C(N)=O)NC(=O)[C@H](CO)NC1=O	2.6%	?	-28.4%	13.6
34	O=C(O)CSCC(=O)N1CCCN(c2ccc(C(F)(F)F)cn2)CC1	2.4%	-3.9%	-27.2%	-10.4
35	COc1ccc(CNC(=O)Cc2csc3nc(-c4ccc(F)cc4)cn23)cc1	·	10.3%	·	-27.0
36	COCCN(CC(=O)Nc1ccccc1C)S(=O)(=O)c1ccc(S(=O)(=O)N2CCCC2)cc1	1.0%	3.3%	-10.7%	26.9

entry	AMA1-RON2 inh	Tb PYK inh	HCV inh
25	-1.2%	-2.0%	-2.3%
26	3.5%	-0.6%	9.4%
27	12.4%	3.7%	3.8%
28	-8.0%	-17.8%	24.0%
29	?	5.4%	?
30	-18.9%	-2.4%	-19.8%
31	-8.1%	4.5%	?
32	3.5%	-1.2%	?
33	4.4%	-0.4%	3.4%
34	-4.1%	-3.8%	19.8%
35	·	1.5%	·
36	2.3%	-0.8%	8.3%&11.1%

# The list continues:
entry	SMILES	LmPK inhibitor	AmpC detergent	AmpC no deterg	HCMV inh
37	COc1ccc(-c2nnc3sc(C(C)N4C(=O)c5ccccc5C4=O)nn23)cc1 (stereo not drawn)	1.8%	9.5%	150.7%[activator]	20.2
38	Nc1nc2ncc(CNc3ccc(C(=O)N[C@@H](CCC(=O)O)C(=O)O)cc3)nc2c(=O)[nH]1	-6.3%	-13.0%	-21.6%	·
39	COc1cccc(C(=O)Nc2nc(SCc3ccc(Cl)cc3)n[nH]2)c1	6.7%	9.4%	-27.6%	57.6
40	Cc1ccc(NC(=S)N2CCCC2)cc1C	0.4%	3.6%	-0.9%	-32.6
41	O=C(O)c1ccccn1	·	?	-6.9%	-10.3
42	O=C1CC(C(=O)NC2CCCCC2)C2(CCCCC2)O1 (stereo not drawn)	-1.0%	-2.4%	-4.9%	7.4
43	O=C(NCc1cccnc1)/C(=C/c1ccc(-c2ccc(Cl)cc2)o1)S(=O)(=O)c1ccccc1	-7.6%	-12.5%	17.2%	·
44	Cc1cc(=O)oc2cc(NC(=O)c3cccc(S(C)(=O)=O)c3)ccc12	-1.9%	-13.7%	-20.5%	49.9
45	NC(=O)c1ccc(CSc2nc3ccccc3s2)cc1	1.0%	-4.0%	-27.2%	76.0
46	O=C(Nc1cnn(Cc2ccc(Cl)cc2Cl)c1)c1cc(-c2cccs2)on1	-0.1%	-1.5%	-42.1%	-36.1
47	Cc1ccc(OCCn2cc(C(=O)C3CCCCC3)c3ccccc32)cc1	·	-3.1%	·	-101.0*
48	CCOC(=O)C1CCCN(S(=O)(=O)c2cc(OCC(=O)NC3CCCCC3)c(C)cc2Cl)C1 (stereo not drawn)	5.1%	-18.8%	54.5%	-25.6
49	Cc1ccc(NS(=O)(=O)c2cn(C)c(C)n2)c(Br)c1	·	25.0%	·	11.6
50	COC(=O)c1c(-c2ccc(Cl)cc2)noc1N1CCN(c2cccc(OC)c2)CC1	·	-8.2%	·	-71.7*
51	CCCCNC(=O)c1cc2n(n1)CCCN(Cc1ccc(C)cc1)C2=O	·	-0.8%	·	15.0

entry	AMA1-RON2 inh	Tb PYK inh	HCV inh
37	-1.7%	-7.9%	-2.6%
38	4.6%	3.3%	-8.5%
39	-5.9%	1.8%	4.3%
40	-4.5%	1.2%	-2.2%
41	-40.0%	2.4%&1.0%	12.6%
42	-0.7%	-4.4%	2.0%
43	-10.1%	-1.4%	7.94µM*
44	9.0%	-5.8%	-30.3%
45	0.0%	-1.6%	4.2%
46	3.2%	3.2%	?
47	·	0.2%	·
48	-2.7%	-4.3%	?
49	·	0.0%	·
50	·	2.5%	·
51	·	2.4%	·

# Profiles from above. Screens in order: LmPK inhibitor, AmpC detergent, AmpC no deterg, HCMV inh, AMA1-RON2 inh, Tb PYK inh, HCV inh
# `O=C(NNC(=O)c1ccc(S(=O)(=O)N2CCCCC2)cc1)c1ccccc1` across the screens: -1.0%, 4.1%, -12.8%, -1.6, 20.3%, -2.3%, 15.8%
# `O=C(O)c1ccccn1` across the screens: ·, ?, -6.9%, -10.3, -40.0%, 2.4%&1.0%, 12.6%
# `O=S(=O)(c1ccc(S(=O)(=O)N2CCN(C/C=C/c3ccccc3)CC2)cc1)N1CCCC1` across the screens: 2.9%, ?, 1.9%, -31.3, 7.6%, -7.6%, -3.6%
